HIF-2a inh: HIF-2a inhibition; inhibition, % at 18.8 µM; 0.72% of 360,000 active; AID 624352; 786-0 RCC cells HIF-2a reporter, luciferase luminescence, overnight;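 active means inhibition of the luminescence signal of 40% or more relative to plate controls, in a single-dose primary screen at 18.75 µM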
CF NFkB inh: inhibitors of cystic fibrosis induced NF-kB | KKLEB NF-kB-GFP reporter, PAF-induced, GFP fluorescence overnight | inhibition, % at 5 µM | 0.86% of 360,000 active | AID 588850;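 active means at least 50% inhibition at 5 µM, scaled per plate between neutral and stimulator controls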;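 further: PAF is a Pseudomonas aeruginosa culture filtrate used as stimulus; plate controls were PAF-stimulated DMSO wells for no effect and unstimulated DMSO wells for full effect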
TWEAK-Fn14 inh: inhibitors of TWEAK-Fn14 interaction signaling | TWEAK-stimulated Fn14 reporter cells, luciferase luminescence, 8 h | AID 1159606 | 2% of 360,000 active | inhibition, % at 10 µM; in the data active means inhibition above about 50%
KKLEB tox: counter-screen for CF NF-kB inhibitors: cytotoxicity. 0.36% of 360,000 active. AID 602141. activity change (cytotoxicity), % at 5 µM. KKLEB CF airway cells viability, ATPlite luminescence, overnight; hits give low values; cells stimulated with P. aeruginosa culture filtrate;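 active means corrected activity change at or below -50% at 5 µM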
aDG glyco act: increases alpha dystroglycan glycosylation; activation, % at 10 µM; 0.22% of 360,000 active; Pro5-aDG cells, alpha-DG glycosylation AlphaScreen (IIH6); 0% Pro5, 100% B10-LARGE cell signal;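 active means activation of at least 8% versus controls, or a plate z-score of at least 8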;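 further: Pro5 are CHO cells carrying HIG-tagged alpha-DG that lacks glycosylation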
Shn3 3UTR inh: reduces Shn3 3'UTR luciferase signal in osteoblasts; Clone20 osteoblast Shn3 3'UTR firefly luciferase, 24 h; inhibition, % at 12.5 µM; 0.52% of 360,000 active;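 active means mean inhibition of at least 75% with every replicate also reaching 75%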;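 further: 0% = median of neutral control wells and 100% = pilot-screen positive control compound; some compounds past the cut are filed as inactive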
NR2E3 ag-1: activates human NR2E3 receptor; Q9Y5X4; CHO-S Gal4-NCOR/VP16-NR2E3 two-hybrid, luciferase; inhibition of corepressor binding, % at 3.98 µM; 0.35% of 360,000 active; AID 602229;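 active means inhibition above the mean of all tested compounds plus 3 SD, cut at about 70% in these data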;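 further: 0% = DMSO with NR2E3 transfected cells and 100% = cells lacking NR2E3 construct; higher means lower luciferase signal from less NR2E3 corepressor binding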
Target sequence (Q9Y5X4 whole entry, looked up, the tested form may be a part): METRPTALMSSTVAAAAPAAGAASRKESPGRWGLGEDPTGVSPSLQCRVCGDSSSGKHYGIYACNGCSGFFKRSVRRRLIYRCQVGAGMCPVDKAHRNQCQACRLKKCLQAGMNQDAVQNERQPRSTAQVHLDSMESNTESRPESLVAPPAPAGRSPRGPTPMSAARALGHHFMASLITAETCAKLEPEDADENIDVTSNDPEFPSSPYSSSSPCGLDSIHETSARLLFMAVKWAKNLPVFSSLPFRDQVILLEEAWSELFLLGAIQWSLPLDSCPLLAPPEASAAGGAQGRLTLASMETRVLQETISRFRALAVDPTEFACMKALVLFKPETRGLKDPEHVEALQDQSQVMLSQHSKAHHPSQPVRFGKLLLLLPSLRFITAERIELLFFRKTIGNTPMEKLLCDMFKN
TRPM1 prom inh: MITF TRPM1 promoter inhibition in SK-MEL-5 cells; SK-MEL-5 TRPM1 promoter luciferase, 24 h; inhibition, % at 12.5 µM; 0.83% of 330,000 active; AID 488899;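 active means mean inhibition across replicates of 60% or more, whatever share of single replicates reaches that level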; further: values of inactives mirror those of a sister screen read the other way
NR2E3 ag-2: activates human photoreceptor nuclear receptor NR2E3; GST-NR2E3/biotin-RetCOR TR-FRET, 1536-well; inhibition of corepressor binding, % at 4.78 µM; 0.12% of 320,000 active; AID 2300;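 active means percent inhibition above the cutoff of mean plus 3 SD of all tested compounds, set per screening campaign, cut at about 20% in these data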;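 further: 0% = DMSO wells and 100% = biotin wells as full block of FRET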
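System: GST-tagged NR2E3 plus biotinylated RetCOR corepressor; Amount: 1.35 nM GST-tagged NR2E3 final; Dosing: single nominal compound dose of 4.8 µM; Schedule: 5 h incubation at 4 °C; Technique: TR-FRET with europium anti-GST and streptavidin-D2, 340 nm excitation; Controls: biotin wells as high control, 0.6% DMSO wells as low control.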
Peg3 promoter: reduces Peg3 promoter-driven luciferase expression in HeLa | inhibition, % at 20 µM | HeLa PEG-Prom luciferase reporter, luminescence, overnight | 1.7% of 360,000 active;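 active means inhibition of at least 50% at 20 µM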
iPSC survival up: increases survival of single human iPS cells | survival enhancement, % at 20 µM | AID 602274 | 0.044% of 360,000 active | hiPSC single-cell survival, ATPlite luminescence; 100% = ROCK inhibitor wells, 0% = DMSO; in the data active means survival enhancement above about 18%;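 further: cells exposed to compounds for 16 hours before the ATP read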
The depositor's hits bear a star; / = no result given. Random draw from the library; about 4.4% have a hit in one of these screens.

SMILES	HIF-2a inh	CF NFkB inh	TWEAK-Fn14 inh	KKLEB tox	aDG glyco act	Shn3 3UTR inh	NR2E3 ag-1	TRPM1 prom inh	NR2E3 ag-2	Peg3 promoter	iPSC survival up
O=C(CSc1nc2ccccc2c(=O)[nH]1)Nc1ccc(Br)cc1	3	-27	-12	-11	0.2	-10	-32	1	-3	8	-0.6
OCCN1CNC(=S)NC1	25	-10	1	12	-0.1	5	3	17	-3	-7	1.3
CCOc1ccc(-n2c(Cc3cc(=O)[nH]c(=O)[nH]3)nnc2SCC)cc1	7	7	13	-4	-0.1	2	3	-10	0	-2	0.1
COc1ccccc1Oc1ccc(N/C=C2/CCCC2=O)cc1	-62	0	19	10	-0.3	-8	-19	-11	5	-39	-1.1
COc1ccc(NC(=O)Nc2ccc(F)cc2F)cc1	-265	-24	-15	18	-0.3	-11	-89	-86	5	-231	-2.1
CCCCN(CCCC)S(=O)(=O)c1ccc(OC)c2ncccc12	21	3	12	6	0.7	2	-9	26	2	23	-2.7
COc1ccc(C(=O)N2CCCCC2c2cc(C(=O)Nc3cccc(C#N)c3)no2)cc1 (centres undefined)	8	4	9	2	-0.1	0	11	/	/	13	5.3
N#CC1=C(Nc2ccccc2)SC=C(c2ccc(Cl)c(Cl)c2)N=C1N1CCOCC1	-49	8	4	-3	0.1	-2	-8	-2	3	-16	-1.2
Cc1cc2c(n1-c1ccc(Br)cc1)CC(C)(C)CC2=O	-2	-2	-12	6	-0.1	10	-11	9	4	10	5.6
O=C1CC(c2ccccc2)n2nc(NC(=O)c3ccccn3)nc2N1 (centres undefined)	17	5	1	1	0.0	10	14	10	1	-34	2.3
CCCCC1(C(=O)OCC)CC(CSC(=N)N)OC1=O (centres undefined)	1	-12	5	-2	-0.3	1	-10	-15	-2	15	0.7
Cc1ccc(CN(C)CC(=O)Nc2ccc3c(c2)CCC3)cc1	-49	-12	-16	3	-0.3	-5	-15	3	2	-2	-1.1
Nc1ccc2c3c(cccc13)C(=O)N(c1ccccc1)C2=O	-40	-120	-4	2	0.2	0	-50	-7	/	-26	-0.6
Cc1nc(N)nc(Cl)c1Cc1ccc(Cl)cc1	21	-2	-11	3	0.3	12	-9	-6	-1	16	-0.8
N=c1n(-c2ccccc2)c(O)cc(=O)n1-c1ccccc1	8	-1	7	6	-0.1	-3	3	13	-2	1	2.1
COc1cc(SC)ccc1C(=O)N1CCN(c2ccccc2)CC1	2	-2	-4	-5	-0.1	2	-13	-2	2	-99	0.6
COc1ccc(S(=O)(=O)Nc2ccccc2OC)cc1NC(=O)Cc1cccs1	18	10	17	7	0.2	1	-9	13	-3	13	-1.4
CC(=O)Nc1ccc(NC(=O)COC(=O)c2ccccn2)cc1	8	-1	3	6	0.1	5	-5	9	-2	-1	-0.4
CC(C(=O)N1CCCC1)c1ccc([N+](=O)[O-])cc1 (centres undefined)	2	-24	-2	13	0.7	-24	-5	0	1	8	4.6
COc1cc(C2C(C(C)=O)=C(O)C(=O)N2Cc2ccccc2)ccc1O (centres undefined)	14	-1	4	3	-0.2	5	-1	6	/	10	-0.5
N#C/C=C1\n2c(nc3ccccc32)OC12CCCCC2	-3	8	-5	-21	0.3	-4	2	-1	4	13	2.1
COc1ccc(C(=O)O/N=C(\C)c2ccccc2)cc1	-174	-5	-7	5	-0.2	-23	-16	10	4	-166	0.5
Cc1[nH][nH]c(=O)c1C(c1ccc(Cl)cc1)c1c(C)[nH][nH]c1=O	23	4	14	7	0.0	6	-20	-9	0	21	1.0
CS(=O)(=O)N1Cc2cc(C(=O)NCC3CCCCC3)nc(-c3cccc(-c4cccnc4)c3)c2[C@H]1CCO	18	/	-5	/	0.2	/	9	/	/	/	0.3
CNc1ncnc2c1cnn2C1CCCCO1 (centres undefined)	-9	32	8	2	0.4	10	5	-1	/	8	4.5
CCN(CCn1cccn1)Cc1ccccc1OCC(O)CN1CCc2ccccc2C1 (centres undefined)	15	0	-7	-2	0.1	-8	-9	0	6	12	0.3
Cc1nnc(SCC(=O)Nc2ncc3c(n2)CC(C)(C)CC3=O)s1	10	-2	10	7	-0.3	6	-5	5	1	-3	0.5
CC(C(=O)N1CCc2ccccc21)n1cnc2c1c(=O)n(C)c(=O)n2C (centres undefined)	16	-6	4	26	0.7	4	17	-8	3	0	-0.5
Cc1ccc(-c2nc(CS(=O)CC(=O)N3CCN(c4ccccc4)CC3)c(C)o2)cc1 (centres undefined)	10	16	-8	1	0.2	5	25	21	2	0	-0.5
O=C(NCCCN1CCOCC1)NC12CC3CC(CC(C3)C1)C2	5	2	15	-3	0.0	11	16	-1	3	5	-0.5
Cc1cc(C)c(OCC(=O)OCC(=O)NC2CCC(C)CC2)c(C)c1 (centres undefined)	1	5	1	-24	0.2	-1	18	0	-3	-3	-0.6
Cn1cccc1C(=O)OCC(=O)Nc1ccc2c(c1)CCC2	-227	8	-22	-6	0.2	-35	2	-76	2	-229	3.9
Cc1cc(=O)oc2ccc(OCC(=O)O)cc12	8	-6	-3	5	-0.1	-6	2	1	-2	2	3.1
CCN1C(=O)C(CC(=O)Nc2ccc(OC)cc2)N(Cc2cccnc2)C1=S (centres undefined)	1	-1	-10	-13	0.3	4	-16	-1	2	6	-2.0
Cc1ccnc(NC(=O)c2oc3ccccc3c2C)c1	-71	-24	51*	-27	0.4	-62	-147	-8	-1	-152	0.0
O=C1C2C3C=CC(C3)C2C(=O)N1CC1CCCO1 (centres undefined)	8	1	14	12	-0.1	-1	-34	0	1	6	0.0
Cc1cccc(N2C(=NC(=O)c3ccccc3)SC3CS(=O)(=O)CC32)c1 (centres undefined)	10	-20	-1	4	-0.1	-3	-28	4	3	9	-0.4
COc1cccc2cc(C(=O)N3CCN(C/C=C/c4ccccc4)CC3)c(=O)oc12	14	-5	-9	3	-0.4	2	10	7	0	4	3.6
O=[N+]([O-])c1cc(-c2nc3nc4ccccc4nc3n2CCc2ccccc2)cc([N+](=O)[O-])c1	14	-5	0	-8	-0.4	-9	24	13	-2	21	-0.9
COc1ccc(N2CCN(/C(=N\S(=O)(=O)c3ccccc3)Nc3nc(C)cc(C)n3)CC2)cc1	24	-19	3	8	-0.2	-9	-18	-1	3	10	-2.6
O=S(=O)(NCC1CCCO1)c1ccc(S(=O)(=O)N(Cc2ccc(F)cc2)Cc2ccco2)cc1 (centres undefined)	29	7	1	-14	0.4	74	-14	2	5	23	-1.2
COCCNC(=O)c1n[nH]c2ccccc12	-87	0	-3	10	-0.2	-17	-20	-8	-4	-45	0.1
COc1ccc(-c2cc(C(=O)NC3CCCC3)no2)cc1	-220	-12	13	8	0.0	-49	-127	-60	1	-303	-0.4
CC1(C)Cc2nc3nc(SCC(=O)NCCc4ccccc4)n(-c4ccccc4)c(=O)c3cc2CO1	1	-23	-21	-3	0.0	14	-6	2	1	9	-1.5
Cc1ccccc1OCC(=O)Nc1ccc(N2CCN(C)CC2)c(Cl)c1	-206	-16	-15	-3	0.2	-18	-67	-40	1	-200	-0.3

Sorted by count of non-hydrogen atoms (smallest number first): some entries from above.
SMILES	HIF-2a inh	CF NFkB inh	TWEAK-Fn14 inh	KKLEB tox	aDG glyco act	Shn3 3UTR inh	NR2E3 ag-1	TRPM1 prom inh	NR2E3 ag-2	Peg3 promoter	iPSC survival up
COCCNC(=O)c1n[nH]c2ccccc12	-87	0	-3	10	-0.2	-17	-20	-8	-4	-45	0.1
Cc1cc(=O)oc2ccc(OCC(=O)O)cc12	8	-6	-3	5	-0.1	-6	2	1	-2	2	3.1
Cc1ccnc(NC(=O)c2oc3ccccc3c2C)c1	-71	-24	51*	-27	0.4	-62	-147	-8	-1	-152	0.0
COc1ccc(-c2cc(C(=O)NC3CCCC3)no2)cc1	-220	-12	13	8	0.0	-49	-127	-60	1	-303	-0.4
Cn1cccc1C(=O)OCC(=O)Nc1ccc2c(c1)CCC2	-227	8	-22	-6	0.2	-35	2	-76	2	-229	3.9
Cc1cc(C)c(OCC(=O)OCC(=O)NC2CCC(C)CC2)c(C)c1 (centres undefined)	1	5	1	-24	0.2	-1	18	0	-3	-3	-0.6
Cc1cccc(N2C(=NC(=O)c3ccccc3)SC3CS(=O)(=O)CC32)c1 (centres undefined)	10	-20	-1	4	-0.1	-3	-28	4	3	9	-0.4
CCN1C(=O)C(CC(=O)Nc2ccc(OC)cc2)N(Cc2cccnc2)C1=S (centres undefined)	1	-1	-10	-13	0.3	4	-16	-1	2	6	-2.0
COc1cccc2cc(C(=O)N3CCN(C/C=C/c4ccccc4)CC3)c(=O)oc12	14	-5	-9	3	-0.4	2	10	7	0	4	3.6
O=[N+]([O-])c1cc(-c2nc3nc4ccccc4nc3n2CCc2ccccc2)cc([N+](=O)[O-])c1	14	-5	0	-8	-0.4	-9	24	13	-2	21	-0.9
COc1ccc(N2CCN(/C(=N\S(=O)(=O)c3ccccc3)Nc3nc(C)cc(C)n3)CC2)cc1	24	-19	3	8	-0.2	-9	-18	-1	3	10	-2.6
CC1(C)Cc2nc3nc(SCC(=O)NCCc4ccccc4)n(-c4ccccc4)c(=O)c3cc2CO1	1	-23	-21	-3	0.0	14	-6	2	1	9	-1.5

Remaining list, next part.
SMILES	HIF-2a inh	CF NFkB inh	TWEAK-Fn14 inh	KKLEB tox	aDG glyco act	Shn3 3UTR inh	NR2E3 ag-1	TRPM1 prom inh	NR2E3 ag-2	Peg3 promoter	iPSC survival up
O=C(N/N=C/c1ccccc1Br)C1CC1	15	11	17	21	-0.3	-3	-39	10	2	3	0.0
O=C(CN1CCN(Cc2ccccc2)CC1)Nc1cccc(Br)c1	19	23	7	-14	0.1	4	27	12	2	12	-0.3
O=C1c2ccc(Cl)cc2S(=O)(=O)c2cccc(C(=O)N3CCC(Cc4ccccc4)CC3)c21	50*	17	-56	-29	0.0	-12	-7	0	2	91*	-3.6
O=S(=O)(c1ccccc1)c1ccc(NCc2ccco2)cc1	-4	1	13	1	-0.2	4	5	2	0	8	-1.8
Cc1nn(Cc2ccc(F)cc2)c2sc(C(=O)Nc3ccc(N4CCOCC4)cc3N3CCOCC3)cc12	28	17	33	-26	-0.7	0	-1	-5	3	46	-1.4
C=CCN1C(=O)C(O)(CC(=O)c2ccco2)c2cc(Br)ccc21 (centres undefined)	9	11	17	-2	0.6	7	-13	/	-3	-31	-2.9

Source: PubChem
